OXTR potentiate: human OXTR potentiators, primary screen, fluorescence, CHO-OTR cells, Fluo-8 calcium; Oxytocin receptor (Homo sapiens), P30559; AID 2445, 2010; 320,000 compounds, 0.061% hits; Fluo-8 calcium fluorescence, potentiator mode; 0% = oxytocin EC15, 100% = EC100; activation, % at 3 µM;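 active = activation above that plate's cutoff, the mean activation of tested compounds plus 3 SD, cut at about 6.6% in these data, passing the limit was not always enough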;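 also: 100% uses oxytocin at 75 nM as the full agonist control; some results filed as inactive read as strong as hits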
Target sequence (P30559 whole entry, looked up): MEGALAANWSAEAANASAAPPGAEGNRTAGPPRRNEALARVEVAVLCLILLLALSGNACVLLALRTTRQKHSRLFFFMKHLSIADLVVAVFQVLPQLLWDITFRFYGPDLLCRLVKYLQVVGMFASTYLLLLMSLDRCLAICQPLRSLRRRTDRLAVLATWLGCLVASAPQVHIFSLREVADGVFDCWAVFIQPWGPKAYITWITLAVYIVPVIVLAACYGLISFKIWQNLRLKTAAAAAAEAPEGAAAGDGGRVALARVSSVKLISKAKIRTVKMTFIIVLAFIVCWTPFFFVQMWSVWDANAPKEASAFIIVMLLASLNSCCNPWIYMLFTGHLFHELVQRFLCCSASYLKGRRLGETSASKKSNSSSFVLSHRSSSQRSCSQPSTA
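Measured by – Fluo-8 calcium dye fluorescence · Test system – human OTR in CHO cells · Dosing – one concentration, 3.0 µM compound · Controls – EC15 oxytocin alone as 0%, 75 nM oxytocin as 100% · Evaluation – normalized max/min fluorescence ratio, % activation · Timing – 6 min pre-incubation, 100 s read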
M18AAP inhibitor: PfM18AAP inhibitors, malaria aminopeptidase, primary screen, biochemical, QFRET, recombinant enzyme; M18 aspartyl aminopeptidase (Plasmodium falciparum 3D7); H-Glu-NHMec fluorogenic cleavage; inhibition, % at 7.35 µM; 290,000 compounds, 1.2% hits; AID 1822, 2009;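 active = inhibition above the campaign mean inhibition over all tested compounds plus 3 SD, cut at about 28% in these data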;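 also: 0% = plate median of test compound wells and 100% = 2 mM ZnCl2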
GalR3 antag: GalR3 antagonists in HEK293 cells, primary screen, cell-based, fluorescence readout; Galanin receptor type 3 (Homo sapiens), O60755; inhibition, % at 3 µM; 360,000 compounds, 0.44% hits; HEK293 GalR3-CNG cAMP membrane potential fluorescence; galR3 body fused to GalR1 C-terminus;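 active = inhibition above the screen-wide average plus 3 SD, cut at about 13% in these data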;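 also: forskolin and galanin both at EC90 stimulate the cells; cAMP rise reported by CNG channel membrane potential dye signal; 0% = forskolin plus galanin with DMSO and 100% = forskolin alone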
MEKK2 mut-MEK5: MEK5 binding signal on mutant MEKK2 PB1, primary screen, biochemical, multiplex bead flow cytometry, Alexa488-MEK5 | Alexa488-MEK5 binding to MEKK2 mutant | 290,000 compounds, 0.35% hits | percent response, % at 10 µM; in the data active = percent response above about 24%, passing the limit was not always enough; also: inactives centre near 1; some results filed as inactive read as strong as hits
V1R ag counter: agonists of human V1a receptor, primary screen, counter-screen for OXTR agonist project, fluorescence, CHO-V1R cells | activation, % at 3 µM | Fluo-8 calcium fluorescence, agonist mode; 0% DMSO, 100% 3 nM vasopressin | 320,000 compounds, 0.25% hits | AID 2797, 2010 | Vasopressin V1a receptor (Homo sapiens), P37288;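 active = activation above the mean activation of all tested compounds plus 3 SD, per screening run, cut at about 20% in these data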;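 also: signal is peak over basal fluorescence ratio across a 100 second FLIPR read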
MEKK2 WT-MEK5: modulators of MEK5 binding to wildtype MEKK2, primary screen, biochemical, multiplex bead flow cytometry, Alexa488-MEK5. 290,000 compounds, 1.1% hits. Mitogen-activated protein kinase kinase kinase 2 (Homo sapiens), Q9Y2U5. Alexa488-MEK5 binding to MEKK2 WT; actives lie on both sides. binding response (% of control), % at 10 µM; in the data active = binding response below about 67% or above about 130%
GPR7 antagonist: GPR7 receptor antagonists, primary screen, cell-based, fluorescence, single concentration; AID 1861, 2009; inhibition, % at 4.4 µM; Neuropeptides B/W receptor type 1 (Homo sapiens), P48145; GPR7-expressing cells, fluorescence antagonist assay; 290,000 compounds, 1.1% hits; in the data active = inhibition above about 16%, passing the limit was not always enough;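 also: cells stimulated with the agonist NPW; 0% = agonist with vehicle and 100% = vehicle without agonist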
Target sequence (P48145 whole entry, looked up): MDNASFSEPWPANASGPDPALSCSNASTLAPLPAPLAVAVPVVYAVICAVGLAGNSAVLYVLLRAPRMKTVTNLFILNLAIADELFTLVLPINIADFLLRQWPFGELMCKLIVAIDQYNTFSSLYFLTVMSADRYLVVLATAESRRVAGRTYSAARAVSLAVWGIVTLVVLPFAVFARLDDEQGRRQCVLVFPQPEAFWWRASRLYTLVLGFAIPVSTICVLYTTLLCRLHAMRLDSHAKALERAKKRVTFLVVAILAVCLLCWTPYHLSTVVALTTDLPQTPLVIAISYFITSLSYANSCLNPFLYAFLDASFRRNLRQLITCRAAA
NALP1 inh: NALP1 inflammasome inhibitors in reconstituted yeast, colorimetric, S. cerevisiae, triplicate retest; S. cerevisiae NALP1/ASC/caspase-1 growth, X-gal OD620, 72 h; 280,000 compounds, 0.61% hits; inhibition, % at 10 µM; in the data active = inhibition mostly above about 24%, no sharp cut-off; inactive = mostly below about 32%; also: some compounds called inactive have numbers as strong as hits
OXTR ag: human OXTR agonists, primary screen, fluorescence, CHO-OTR cells, Fluo-8 calcium; AID 2435, 2010; Fluo-8 calcium fluorescence; normalized: DMSO 0%, oxytocin 100%; activation, % at 3 µM; 320,000 compounds, 0.32% hits; Oxytocin receptor (Homo sapiens), P30559;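 active = activation above the mean of all tested compounds plus 3 SD, cutoff set per screening run, cut at about 20% in these data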;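 also: peak over basal fluorescence ratio from a 100 s FLIPR kinetic read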
Starred values were filed as active, the others as inactive; / = no result given. No enrichment for hits. Share with any hit: about 4.1%.

compound	OXTR potentiate	M18AAP inhibitor	GalR3 antag	MEKK2 mut-MEK5	V1R ag counter	MEKK2 WT-MEK5	GPR7 antagonist	NALP1 inh	OXTR ag
COc1ccc(Nc2nc3ccccc3c(=O)s2)c(OC)c1	-4	2	-3	-2	0.1	102	-2	-22	2.0
O=C(CCNC(=O)OCc1ccccc1)NC1CCCCCC1	0	3	0	-1	1.2	106	-8	26	-1.6
O=S1c2ccccc2Nc2ccccc21	0	/	8	/	2.1	/	/	/	0.1
N#CC(Nc1ccccc1)c1ccccc1OCc1ccccc1 (configuration not stated)	0	-2	-9	-7	-1.4	96	-6	-10	-2.1
CNC(=O)CC1C(=O)N(Cc2ccccc2)C(=S)N1NC(=O)c1cccc(F)c1 (configuration not stated)	1	11	0	-2	3.7	91	21	12	1.2
C=CCn1c(C)cc(C(=O)COC(=O)/C=C/c2ccc(OC)cc2)c1C	-9	0	-5	-1	1.5	87	-4	3	0.0
Cc1c(NC(=O)C(C)C)cccc1-c1nc2ncccc2o1	-8	2	-11	2	0.1	105	-9	-7	0.4
CCNC(=O)NC1(C(=O)Nc2ccc3c(c2)CCC3)CCCCC1	-14	5	-2	-3	-0.1	94	-8	8	-1.6
Cc1ccc(-n2cc(CNCCCn3ccnc3C)c(-c3ccc(F)cc3)n2)cc1	-20	3	-4	178*	3.7	306*	-4	13	8.6
COC(=O)Nc1ccc(S(=O)(=O)Nc2cc(C(F)(F)F)c[nH]c2=O)cc1	-1	8	-1	3	-0.2	106	-17	4	1.4
COc1ccc(C(=O)N2CCCC(CCC(=O)NCc3ccc(F)c(F)c3)C2)cc1F (configuration not stated)	4	-2	-6	1	1.0	75	-2	-2	-1.5
COc1ccc(-n2ncc3c(N4CCN(Cc5ccccc5)CC4)ncnc32)cc1	-13	-11	1	2	1.5	105	-11	1	-1.6
C/C(=N\NC(=O)c1cccc(N/N=C(\C)c2ccco2)c1)c1ccco1	/	10	-5	-3	/	93	-7	-11	/
C=CCNC(=O)N1CCC(n2nccc2NC(=O)CCCc2ccccc2)CC1	-9	0	-7	-2	-0.4	103	-10	25	0.6
Cc1ccc(CC2CC(=O)N(c3nc4ccccc4s3)C2=O)cc1 (configuration not stated)	-13	-1	-1	-8	-0.3	89	-4	6	-1.5
CCOC(=O)c1cc2sccc2n1CC(=O)N1CCCC1	3	-6	3	1	-0.4	99	-12	12	0.0
CC(=O)Nc1cc(C(N)=O)c(Cl)cc1Cl	0	-2	-5	-3	-0.3	95	1	-2	1.9
NS(=O)(=O)c1ccc(NC(=O)CN2CCCc3ccccc32)cc1	-1	4	-1	-3	0.1	96	-17	/	0.8
COc1cccc(-c2csc(NC3OC(=O)c4c3ccc(OC)c4OC)n2)c1 (configuration not stated)	0	-15	-7	-20	-0.6	81	-9	6	-1.4
Cc1cc(C)nc(-n2nc(C)c(Oc3ccccc3O)c2C)n1	-11	6	-2	/	0.9	/	-10	12	0.1
CCN(CC)S(=O)(=O)c1cc(C)c(C)cc1OCC(=O)NC1CCCC1	2	-1	-2	2	-1.8	103	-8	2	-2.1
O=C(CSc1nnc(Cn2nnc3ccccc32)o1)Nc1ccc(Cl)cc1	3	6	-5	3	1.3	105	-10	-54	-0.2
CCOc1ccc(N=Nc2c(C)noc2C)cc1	-2	-4	-7	-10	-0.2	81	-19	-6	-1.2
O=C(CCc1nc2ccccc2[nH]c1=O)OCc1ccc(S(=O)(=O)N2CCOCC2)cc1	-5	13	-2	3	4.5	102	-8	13	3.8
Cc1ccccc1C(=O)Nc1ccc(O)c2c(=O)cc(-c3ccccc3Cl)oc12	-4	/	-5	-1	-1.5	97	/	8	-0.6

New compounds follow.
compound	OXTR potentiate	M18AAP inhibitor	GalR3 antag	MEKK2 mut-MEK5	V1R ag counter	MEKK2 WT-MEK5	GPR7 antagonist	NALP1 inh	OXTR ag
CCNc1nc(NC(C)(C)C)nc(N(C#N)CC)n1	5	-2	-4	-7	-1.6	94	-10	14	-1.9
Cc1cc(C)n(C(=O)CCCn2cc([N+](=O)[O-])cn2)n1	-3	5	0	-7	0.8	93	3	5	-0.8
COC(=O)C1C2C=CC3(CN(c4cccc(Cl)c4)C(=O)C13)O2 (configuration not stated)	-6	-1	-1	8	-0.8	107	-1	-22	0.1
S=C(NCC1CCCO1)NC1CC1 (configuration not stated)	-18	-11	-4	0	-0.6	104	-4	-12	-0.3
CCc1ccc(CN(C)Cc2nc(Cc3ccc(OC)c(OC)c3)no2)nc1	-8	3	2	1	0.0	98	-9	4	-1.2
COc1ccc(NC(=O)CN2C(=O)C(C)Oc3ccccc32)c(OC)c1 (configuration not stated)	-5	0	-5	1	-0.4	108	0	1	0.6
CC(C)CC1NC(=O)N(Cc2cc(=O)n3ccsc3n2)C1=O (configuration not stated)	-4	-14	-8	-3	-0.5	111	-4	-6	-0.2
CSc1nc2ccc(NC(=O)c3nn(C(C)C)c(=O)c4ccccc34)cc2s1	-8	-2	-6	-2	-1.0	96	-3	/	-1.2
NNC(=O)C1c2ccccc2Oc2ccccc21	-14	1	-9	1	-0.1	107	-17	10	0.6
COc1ccc2oc(C(=O)Nc3ccccc3N3CCOCC3)c(C)c2c1	-15	/	-1	/	-0.7	/	/	/	-1.5
Cc1ccc(C(c2nnnn2C2CCCCC2)N(C)C2CCCCC2)cc1 (configuration not stated)	-4	-14	-3	0	-0.2	96	2	-3	-1.0
Cc1ccc2[nH]cc(CCNC(=O)c3cccnc3)c2c1	-10	-5	-5	-6	2.6	93	3	10	2.7
N=c1c(C(=O)NC2CCCC2)cc2c(=O)n3ccccc3nc2n1C1CCCC1	1	5	4	2	-0.5	101	-6	15	0.8
O=S(=O)(NCc1cccs1)c1ccc(Br)cc1	-2	6	0	3	-1.5	97	-12	4	-2.6
COc1ccc(NC(=O)CS(=O)CC(=O)Nc2ccc(F)cc2F)cc1 (configuration not stated)	-3	3	-7	3	1.2	97	-1	-14	-0.1
Cc1cc(C)n(/N=C/c2cc(Cl)cc(Cl)c2O)c(=O)c1	2	1	-6	5	0.1	104	-16	12	0.6
CCCCCN(C(=O)NC(=O)Nc1cccc(C)c1C)S(C)(=O)=O	-14	2	-5	-2	9.1	100	11	-2	10
Clc1ccccc1-c1nnc(-c2ccc3c(c2)OCO3)o1	-1	-4	0	-15	0.4	81	-3	6	-2.2
Cc1ccc(NC(=O)N[C@H](C(=O)O)C(C)C)c(C)c1	2	4	-2	-18	0.3	96	-7	7	0.7
O=C(OCn1nnc2ccccc2c1=O)c1cccc(S(=O)(=O)N2CCOCC2)c1	-7	/	-7	/	0.6	/	/	/	1.4
COC(=O)c1c(NC(=O)Nc2ccc(Cl)cc2)sc(C)c1C	-6	13	-2	/	1.3	/	-13	0	1.0
O=C1CN(C(=O)c2c(F)cccc2F)C(c2ccccc2)c2cc(Br)ccc2N1 (configuration not stated)	-8	4	-8	3	1.7	100	5	6	-1.4
CCOCc1cnc(C)nc1NCC(=O)c1c(C)[nH]c2ccc(OC)cc12	-3	0	-2	-11	0.4	89	-12	-14	-0.1
CCOC(=O)C1CCN(C(=O)c2ccc(NC(=O)C3CCCO3)cc2)CC1 (configuration not stated)	3	-3	-2	3	0.6	110	-7	10	0.4
CCCCOc1ccccc1Cn1c(=O)oc2ccc(C)cc21	-1	0	-3	-6	0.8	88	-13	4	0.0

Continued:
compound	OXTR potentiate	M18AAP inhibitor	GalR3 antag	MEKK2 mut-MEK5	V1R ag counter	MEKK2 WT-MEK5	GPR7 antagonist	NALP1 inh	OXTR ag
CCC(Sc1n[nH]c(=O)[nH]c1=O)C(=O)OCc1ccccc1 (configuration not stated)	0	1	-4	1	0.5	101	8	24	-0.9
COc1cc(OC)c(C(=O)NCC2CCCO2)cc1OC (configuration not stated)	2	5	-4	-10	-0.9	81	-12	14	0.8
COC(=O)c1sccc1NC(=O)Cc1ccc(Br)cc1	-5	3	-1	2	1.0	97	-9	22	-2.7
O=c1onc(-c2ccc(Cl)cc2)n1Cc1ccc(F)cc1	-8	1	-1	-2	0.1	98	2	20	-2.7
CCOC(=O)C(=O)N(Nc1ccccc1C)c1ccccc1C	-2	-14	-8	-5	0.8	93	2	0	-1.5
O=C(CCc1nnc(-c2ccccc2)o1)NCc1c(F)cccc1F	5	2	3	-3	-0.6	95	-12	5	-0.8
COc1ccc2nc(N3CCN(C(=O)C4COc5ccccc5O4)CC3)sc2c1 (configuration not stated)	-14	/	-4	/	4.9	/	/	/	1.9
CCCc1nnc(NC(=O)Cn2c(=O)oc3ccccc32)s1	-21	-11	-1	/	5.2	/	-10	24	7.8
O=C(CNC(=O)c1ccccc1F)OCC(=O)c1c[nH]c2ccccc12	-9	/	1	/	0.4	/	/	/	0.3

Whole records, quoted from the list. Order of screens: OXTR potentiate	M18AAP inhibitor	GalR3 antag	MEKK2 mut-MEK5	V1R ag counter	MEKK2 WT-MEK5	GPR7 antagonist	NALP1 inh	OXTR ag
`COc1ccc2nc(N3CCN(C(=O)C4COc5ccccc5O4)CC3)sc2c1` (configuration not stated) in the list: -14	/	-4	/	4.9	/	/	/	1.9
`COc1cc(OC)c(C(=O)NCC2CCCO2)cc1OC` (configuration not stated) in the list: 2	5	-4	-10	-0.9	81	-12	14	0.8
